Screening data from PubChem.
14-3-3 Bad PPI: disrupts binding of bovine 14-3-3 zeta to phospho-Bad peptide. TR-FRET 14-3-3zeta/Dy647-pBad peptide displacement, 1 h. inhibition, % at 21.7 µM. 220,000 compounds, 0.71% hits. AID 781;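 active = inhibition above about 70%, limit read from the data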;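 also: 0% = full 14-3-3 plus peptide FRET controls and 100% = background without 14-3-3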
Target sequence (P63103 whole entry, looked up): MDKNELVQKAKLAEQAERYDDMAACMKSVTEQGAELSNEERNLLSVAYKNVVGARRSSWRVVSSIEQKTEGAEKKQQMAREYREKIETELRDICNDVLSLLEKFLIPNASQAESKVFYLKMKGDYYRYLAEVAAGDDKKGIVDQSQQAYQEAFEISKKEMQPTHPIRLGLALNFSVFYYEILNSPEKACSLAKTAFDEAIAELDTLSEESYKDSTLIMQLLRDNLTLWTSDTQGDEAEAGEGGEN
Runt-SMMHC FRET: inhibitors of human RUNX1 Runt domain binding to CBFb-SMMHC | Q01196+Q13951 | Cerulean-Runt/Venus-CBFb-SMMHC FRET ratio 530/480, 1 h | inhibition, % at 20 µM | 220,000 compounds, 0.74% hits | AID 1434;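 active = mean inhibition across duplicate retests at 20 µM reaching about 50%, limit read from the data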;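 also: 0% = DMSO wells and 100% = wells with excess untagged CBFb-SMMHC; inhibitors lower the FRET ratio by blocking Runt binding to CBFb-SMMHC; some results filed as inactive read as strong as hits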
hK5 inh: inhibitors of human kallikrein 5; Q9Y337; recombinant hK5, fluorogenic AMC substrate cleavage; inhibition, % at 5 µM; 210,000 compounds, 0.59% hits; AID 873;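 active = inhibition of 40% or more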;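 also: 0% = enzyme controls without compound and 100% = no-enzyme blanks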
FXIIa inh 1536: blocks human coagulation factor XIIa protease activity; purified FXIIa, Boc-QGR-AMC fluorogenic substrate, 2 h; inhibition, % at 5 µM; 220,000 compounds, 0.3% hits; in the data active = inhibition above about 40%;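 also: 0% = enzyme with no compound and 100% = blank without enzyme; many of its hits are not listed in these tables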
Runt-CBFb FRET: Runt domain-CBFb interaction inhibition. AID 1496. Cerulean-Runt/Venus-CBFb FRET ratio 530/480, 1 h. Q01196+Q13951. inhibition, % at 20 µM. 220,000 compounds, 0.46% hits;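 active = inhibition over about 50% at 20 µM in the single-dose screen, limit read from the data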;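 also: 0% = DMSO wells and 100% = excess unlabeled CBFb competitor control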
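System: Cerulean-labeled Runt domain protein | Quantity: 100 nM of each labeled protein | Schedule: 1 h compound exposure, room temperature | Detection: Fluorescence energy transfer, 422 nm excitation, 530/480 nm emission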
Hck Nef HTS: human Hck-Nef kinase inhibition | P08631 | Recombinant Hck-YEEI plus Nef, Z-Lyte FRET kinase assay | inhibition, % at 20 µM | 220,000 compounds, 0.68% hits | AID 463187;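 active = Hck-Nef kinase inhibition above about 50%, limit read from the data; inactive = inhibition below that limit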;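 also: 0% = DMSO with Hck plus Nef and 100% = Hck alone without Nef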
FXIa inh: blocks human coagulation factor XIa protease activity; purified FXIa, Boc-Glu-Ala-Arg-AMC fluorogenic substrate; inhibition, % at 5 µM; 220,000 compounds, 0.14% hits;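 active = inhibition of at least 40%; inactive = inhibition below 40%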;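 also: fluorescence of freed AMC excited at 355 nm; 0% = enzyme without compound and 100% = no enzyme blank; many of its hits are not listed in these tables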
Wee1 degr inh: blocks degradation of human Wee1 kinase; P30291; HeLa Luc-Wee1K328M stability, luciferase luminescence; 100% = proteasome inhibitor MG132 effect; reporter increase, % at 5 µM; 220,000 compounds, 1.2% hits; AID 1321;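 active = activation above the mean of all tested compounds plus 3 SD, set per screening run, cut at about 8.8% in these data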;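 also: cells exposed to compound for 20 h before luminescence read; 0% = DMSO alone and 100% = MG132 at 30 µM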
Target sequence (P30291 whole entry K328M): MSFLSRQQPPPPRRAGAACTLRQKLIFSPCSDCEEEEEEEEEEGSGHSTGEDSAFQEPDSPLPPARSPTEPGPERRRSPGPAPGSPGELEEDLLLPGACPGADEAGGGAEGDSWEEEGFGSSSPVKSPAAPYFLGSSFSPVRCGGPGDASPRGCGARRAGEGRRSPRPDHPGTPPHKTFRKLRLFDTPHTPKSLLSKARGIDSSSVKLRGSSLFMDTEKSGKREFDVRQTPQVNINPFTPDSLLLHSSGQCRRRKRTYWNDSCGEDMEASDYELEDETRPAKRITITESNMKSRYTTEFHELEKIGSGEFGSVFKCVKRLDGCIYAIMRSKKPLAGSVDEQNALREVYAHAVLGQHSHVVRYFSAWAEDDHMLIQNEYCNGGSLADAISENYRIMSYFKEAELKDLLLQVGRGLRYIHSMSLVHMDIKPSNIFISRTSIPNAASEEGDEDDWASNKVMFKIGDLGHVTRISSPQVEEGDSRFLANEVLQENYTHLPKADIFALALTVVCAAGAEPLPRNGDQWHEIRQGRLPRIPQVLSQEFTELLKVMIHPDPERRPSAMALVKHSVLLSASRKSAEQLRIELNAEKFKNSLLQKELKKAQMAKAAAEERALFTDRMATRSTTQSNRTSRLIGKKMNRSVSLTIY
Thrombin inh: thrombin (human) inhibition; P00734; alpha-thrombin, Boc-VPR-AMC fluorogenic substrate cleavage; inhibition, % at 5 µM; 220,000 compounds, 0.26% hits;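 active = inhibition at or above 40%; inactive = inhibition below 40%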;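 also: 0% = enzyme with no compound and 100% = wells without enzyme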
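Material: human alpha-thrombin enzyme / Medium: pH 7.5 Tris (50 mM) with NaCl 150 mM, Tween 20 0.05% / Compound: single-point dosing at 5 µM, 0.2% DMSO / Incubation: enzyme reaction carried out at room temperature / Detection: AMC fluorescence, 355/460 nm / Read-out basis: percent inhibition scaled between no-compound controls and no-enzyme blanks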
Numbers without * were called inactive; · = no result given; [ ] = dose if it differs, or a comment.

#1 CCNc1c([N+](=O)[O-])ncn1C
#2 O=C(NCC1CCCO1)c1c(O)c2c([nH]c1=O)CCCC2 (centres undefined)
#3 CCCC(=O)c1cc2c(cc1NC(=O)c1ccccc1F)OCCO2
#4 COc1cccc2cc(C(=O)NC(C)C3CCCO3)c(=O)oc12 (centres undefined)
#5 CCCC1N2CC3([N+](=O)[O-])CN1CC([N+](=O)[O-])(C2)C3(C)C (centres undefined)
#6 CCOc1cc(N2CCOCC2)c(OCC)cc1NC(=O)c1cc(C)nc2ccccc12
#7 CC(C)(C)CC(=O)NC(=S)Nc1ccccc1[N+](=O)[O-]
#8 CC(C)(C)C(=O)NC(=S)Nc1cccc(C(=O)O)c1
#9 CC(On1nnc2ccccc21)C(=O)N1CCN(Cc2ccccc2)CC1 (centres undefined)
#10 CN(CC(=O)Nc1ccccc1C(=O)N1CCCC1)S(=O)(=O)c1ccc(Br)cc1
entry no.	1	2	3	4	5	6	7	8	9	10
14-3-3 Bad PPI	1	-5[fluorescence artefact?]	-3	-10	-1	-13	-7	-9	-6	9
Runt-SMMHC FRET	2	-8	-9	0	3	-1	2	-4	2	-1
hK5 inh	-10	2	·	2	-4	-5	-15	·	-2	3
FXIIa inh 1536	14	-2	7	3	7	8	1	7	8	14
Runt-CBFb FRET	3	0	5	0	2	-2	5	5	0	2
Hck Nef HTS	-2	6	1	0	1	25	11	4	21	3
FXIa inh	1	-3	0	4	2	-6	-3	1	-2	3
Wee1 degr inh	-1	-1	-2	5	4	-2	-1	1	-1	-2
Thrombin inh	0	-3	2	-8	-14	-13	4	-4	-19	4

Some entries already given with just Thrombin inh:
No. | molecule | Thrombin inh
5 | CCCC1N2CC3([N+](=O)[O-])CN1CC([N+](=O)[O-])(C2)C3(C)C (centres undefined) | -14
8 | CC(C)(C)C(=O)NC(=S)Nc1cccc(C(=O)O)c1 | -4
6 | CCOc1cc(N2CCOCC2)c(OCC)cc1NC(=O)c1cc(C)nc2ccccc12 | -13
3 | CCCC(=O)c1cc2c(cc1NC(=O)c1ccccc1F)OCCO2 | 2
1 | CCNc1c([N+](=O)[O-])ncn1C | 0

Other structures follow.
#11 O=C(CSc1nnc(-c2ccncc2)o1)N1CCCC1
#12 CCN(C(=S)Nc1cccnc1)c1cccc2ccccc12
#13 CCOC(=O)Cc1csc(NC(=O)COc2ccc(N(C)S(=O)(=O)c3cccs3)cc2)n1
#14 O=c1n(-c2cccc(Cl)c2)c(=O)n2n1CCC2
#15 COc1ccc(CNC(=O)CS(=O)Cc2nc(-c3ccc(C)cc3)oc2C)cc1 (centres undefined)
#16 C(=Nc1ccc(Nc2ccccc2)cc1)c1ccc2ccccc2c1
#17 CCOC(=O)CCc1nc2ccccc2[nH]c1=O
#18 O=C(Nc1ccc(Cn2cccn2)cc1)c1ccc(COc2cccc(Br)c2)cc1
#19 CNc1nc(Nc2ccccc2)nc(OCC(F)(F)F)n1
#20 O=C(Oc1ccc(Cl)c2cccnc12)N1CCOCC1
entry no.	11	12	13	14	15	16	17	18	19	20
14-3-3 Bad PPI	-2	-13	0	-5	-3	2	4	-6	-2	0
Runt-SMMHC FRET	-2	26	-5	-1	0	-8	8	1	-4	-3
hK5 inh	-6	·	-10	6	-26	-8	-4	-26	·	4
FXIIa inh 1536	1	1	10	-7	12	5	13	4	10	6
Runt-CBFb FRET	0	27	-1	1	0	-4	-1	-2	0	0
Hck Nef HTS	21	-11	-10	15	0	9	1	9	4	3
FXIa inh	-5	-3	4	-11	2	3	-4	-13	11	-8
Wee1 degr inh	-1	0	-1	-2	-3	-2	0	5	2	2
Thrombin inh	-7	-5	1	1	-1	-7	4	-1	-5	-6

Brought forward from above: two compounds; new compounds follow.
#19 CNc1nc(Nc2ccccc2)nc(OCC(F)(F)F)n1
#20 O=C(Oc1ccc(Cl)c2cccnc12)N1CCOCC1
#21 CCC(C)Nc1nc(CN2CCOCC2)nc2sc3c(c12)CCC3 (centres undefined)
#22 CCN(CC(=O)Nc1ccc(Cl)c(C(F)(F)F)c1)CC(=O)NC1CCS(=O)(=O)C1 (centres undefined)
#23 CC(C)(C)n1nnnc1C(c1cccnc1)N1CCOCC1 (centres undefined)
#24 CC(SCc1ccccc1)C(=O)NC1CCCC1 (centres undefined)
#25 CCOc1cc2c(cc1OC)C(NC(=O)C(F)(F)F)CC2=O (centres undefined)
#26 O=C(O)CCN1C(=O)c2ccc(NC(=O)CSc3ccccc3)cc2C1=O
#27 O=C(c1ccco1)n1nc(-c2ccc(Cl)cc2)nc1NCc1ccco1
#28 COc1ccc(C(C)=O)cc1COc1ncnc2ccccc12
#29 CCOC(=O)N1CCC(NC(=O)CCN2C(=O)COc3ccccc32)CC1
#30 CNC(=O)c1nc(C)n(-c2cc(Cl)cc(Cl)c2)n1
entry no.	19	20	21	22	23	24	25	26	27	28	29	30
14-3-3 Bad PPI	-2	0	2	-1	-3	-7	1	21	-11	9	-3	-3
Runt-SMMHC FRET	-4	-3	-3	0	-1	-2	-5	-4	-3	-5	0	-2
hK5 inh	·	4	-11	-8	-2	-4	-18	-5	-15	3	-2	1
FXIIa inh 1536	10	6	-2	1	4	7	19	19	-2	0	-11	0
Runt-CBFb FRET	0	0	1	-2	-1	-1	0	0	-3	-1	0	2
Hck Nef HTS	4	3	8	-11	18	-1	0	1	0	8	1	-1
FXIa inh	11	-8	-3	-4	-2	7	3	17	-19	-10	-8	-8
Wee1 degr inh	2	2	5	0	2	-2	3	-2	2	1	-2	-1
Thrombin inh	-5	-6	-1	-1	-3	3	5	-10	5	-7	-7	-3

#31 COC(=O)C(CO)NC(=O)C(C)NC(=O)CNC(=O)OCc1ccccc1 (centres undefined)
#32 CN(CCOC(=O)/C=C/c1ccco1)Cc1ccccc1
#33 CCc1nnc(NC(=O)c2cc(-c3ccncc3)nc3ccccc23)s1
#34 CC1CCCN(C(=O)c2ccc3c(c2NCCO)C(=O)c2ccccc2C3=O)C1 (centres undefined)
#35 Cc1ccc(NC(=O)CSC2=NN3CCCC(=O)N=C3S2)c(C)c1
#36 O=C(O)C1CCN(C(=O)NC2CCCCC2)CC1
#37 CC(=O)NC(Cc1ccccc1F)C(=O)NC1CCN(c2ncccc2[N+](=O)[O-])CC1 (centres undefined)
#38 CC(C)C(=O)NC(=S)NCC(=O)c1ccccc1
#39 COc1ccc(C(=O)C[N+]2(C)CCOCC2)cc1
#40 CCOc1ccc(C(=O)Nc2cc(-c3nc4ccccc4[nH]3)ccc2C)cc1[N+](=O)[O-]
entry no.	31	32	33	34	35	36	37	38	39	40
14-3-3 Bad PPI	2	15	1	-24[fluorescence artefact?]	3	6[fluorescence artefact?]	-9	-1	14[fluorescence artefact?]	75*
Runt-SMMHC FRET	0	-5	0	4	-4	0	0	2	3	-10
hK5 inh	-8	-14	-6	-10	-3	0	3	-2	-8	7
FXIIa inh 1536	0	7	6	13	3	-1	15	20	13	11
Runt-CBFb FRET	-1	7	-1	-2	-1	3	-3	-1	-33	-3
Hck Nef HTS	28	27	2	5	10	1	21	0	-2	1
FXIa inh	-6	-6	4	10	0	-8	-2	7	5	21
Wee1 degr inh	-4	-2	6	5	0	0	-2	3	-1	0
Thrombin inh	-17	4	-5	-5	1	-2	4	3	4	7

#41 NS(=O)(=O)c1ccc(CCNC(=O)CSc2nc3ccccc3c(=O)n2CCN2CCOCC2)cc1
#42 O=C1NCN(CCO)CN1
#43 CCc1cc(-c2[nH]ncc2-c2nc3ccccc3n2C)c(O)cc1O
#44 Cc1cc(C)nc(NCC(O)CNc2ccccc2Cl)n1 (centres undefined)
#45 CC(C)(C)n1nc2c(c1NC(=O)COc1ccccc1F)CS(=O)(=O)C2
#46 Cc1ccc(N2C(N)=C(C#N)C(c3cccnc3)C3=C2CCCC3=O)cc1 (centres undefined)
#47 COc1ccccc1CN1C[C@@H]2C[C@@H](c3ccc(Cl)cc3)N3CCC[C@@]23C1=O
#48 CC1=CC(C)(C)N(C(=O)CNC2CCCC2)c2cc(C)ccc21
#49 O=C(O)c1ccc(CN(c2ccccn2)S(=O)(=O)c2ccccc2)cc1
#50 O=C1Nc2ccc(F)cc2C12Nc1ccccc1-c1nnc(SCc3ccccc3F)nc1O2 (centres undefined)
#51 Cc1cc(NC(=O)c2cc(C)on2)no1
#52 Cc1cccc(/C(N)=N/OC(=O)c2ccc(F)cc2)c1
#53 Cc1cc(C(F)(F)F)nc(SCC(=O)Nc2ccccc2)n1
entry no.	41	42	43	44	45	46	47	48	49	50	51	52	53
14-3-3 Bad PPI	-17	-1	-4	0	-9	9	-5	9	14	·	5	-12[fluorescence artefact?]	5[fluorescence artefact?]
Runt-SMMHC FRET	0	-2	1	-2	-2	-2	-3	-7	4	-4	-3	-2	-7
hK5 inh	0	-2	21	-13	-6	-21	-1	0	-2	-4	4	-17	-9
FXIIa inh 1536	9	7	14	5	7	-11	6	6	4	-1	16	15	15
Runt-CBFb FRET	2	-1	0	-2	-2	-1	1	1	-1	-4	1	-2	-1
Hck Nef HTS	25	30	0	-1	6	0	18	21	0	2	7	2	-7
FXIa inh	4	1	75*	5	0	-1	-2	-3	-8	-9	0	5	2
Wee1 degr inh	-2	0	-4	6	0	1	-1	-4	4	0	-2	-1	-2
Thrombin inh	2	-1	17	3	3	-6	-11	-3	-2	-3	-3	-1	-1
